SDO1 yeast rescue: growth rescue of sdo1-depleted yeast, primary screen, S. cerevisiae, bone marrow failure model. hit rate 0.21% among 140,000. z-score at 10 µM. S. cerevisiae sdo1-depleted JHY4D growth rescue, OD600 30 h; stronger effect = higher value; pdr5 snq2 efflux-pump mutant strain;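 active means z-score above 3 at both the 24 hr and the 30 hr optical density reads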;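 further: z-score against mean and SD of all compound wells on the same plate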
INS promoter inh: inhibitors of insulin promoter-driven GFP, primary screen, imaging, TRM-6 cells (human fetal islet line), eGFP reporter, cell count; reporter expression induced with tamoxifen; inhibition, % at 2 µM; hit rate 0.9% among 130,000;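 active means inhibition above the mean plus 3 SD, with well images judged a real hit on visual review, cut at about 60% in these data, passing the limit was not always enough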
SDO1 yeast rescue Rescue 24 h: further read-out of SDO1 yeast rescue, marked with its call; z-score; S. cerevisiae sdo1-depleted JHY4D growth rescue, OD600; measured here: growth rescue at 24 h;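 0 is the plate mean of compound wells and units are plate SD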
* = called active by the depositor.

Results for COCCNC(=O)C1=C(N)C(C(=O)Nc2ccc(C)c(S(=O)(=O)N3CCCCC3)c2)SC1=Nc1ccc(C)cc1C (stereo not given) ?
SDO1 yeast rescue: 0; INS promoter inh: 13; SDO1 yeast rescue Rescue 24 h: 1.2

Results for CC[n+]1ccc(C)c2cc(P(=O)(c3ccccc3)c3ccccc3)ccc21 ?
INS promoter inh: -41

How did Cc1ccc(NC(=O)/C(C#N)=C/c2ccc(C)s2)c(C)c1 do in these assays?
SDO1 yeast rescue: 0.75; INS promoter inh: 13; SDO1 yeast rescue Rescue 24 h: 1.1

How did CC1(N2CCCCC2)CC2(O)C(=[N+]1[O-])CCC/C2=N\O (stereo not given) do in these assays?
SDO1 yeast rescue: 0.91; INS promoter inh: 27; SDO1 yeast rescue Rescue 24 h: 0.98

Results for CN(C)S(=O)(=O)c1cccc(C(=O)OCC(=O)Nc2ccccc2OC(F)F)c1 ?
SDO1 yeast rescue: 0.65; INS promoter inh: -10; SDO1 yeast rescue Rescue 24 h: 1.2

Results for COc1cc(C(=O)NCC(c2ccco2)N2CCCC2)ccc1OCc1c(C)noc1C (stereo not given) ?
SDO1 yeast rescue: 1.5; SDO1 yeast rescue Rescue 24 h: 1.9

What do the screens show for `Cc1ccccc1OCC(=O)N/N=C/c1cc2ccccc2nc1Cl`?
SDO1 yeast rescue: -1.9; SDO1 yeast rescue Rescue 24 h: -1.5

What do the screens show for `CCn1c(=O)cc(OCC(=O)Nc2ccccc2N2CCN(C)CC2)c2ccccc21`?
SDO1 yeast rescue: 0.81; SDO1 yeast rescue Rescue 24 h: 1.3

What do the screens show for `O=c1c2ccccc2[nH]c(=S)n1CCN1CCN(Cc2ccccc2)CC1`?
SDO1 yeast rescue: 0.22; INS promoter inh: -381; SDO1 yeast rescue Rescue 24 h: -0.36

Results for Cc1cc(NC(=O)C2CCCN(S(=O)(=O)c3c(C)noc3C)C2)no1 (stereo not given) ?
SDO1 yeast rescue: 0.74; SDO1 yeast rescue Rescue 24 h: 0.53

How did COc1ccc(OC)c2c1CCC2=O do in these assays?
SDO1 yeast rescue: 0.74; INS promoter inh: 12; SDO1 yeast rescue Rescue 24 h: 0.69

How did CCOC(=O)N1CCN(C(=O)CCc2c(C)nc3c(c(C)nn3-c3ccc(C)c(C)c3)c2C)CC1 do in these assays?
SDO1 yeast rescue: -0.49; SDO1 yeast rescue Rescue 24 h: -0.01

What do the screens show for `CC(SCc1cc(=O)n2c([nH]c3ccccc32)c1C#N)C(=O)O` (stereo not given)?
INS promoter inh: -55

How did O=C(Nc1nnc(-c2ccccc2)o1)Nc1ccccc1Cl do in these assays?
SDO1 yeast rescue: -0.99; INS promoter inh: 14; SDO1 yeast rescue Rescue 24 h: -0.31

Results for O=C(NNc1nc(-c2ccccc2)cs1)c1ccccc1 ?
SDO1 yeast rescue: 1.1; INS promoter inh: 10; SDO1 yeast rescue Rescue 24 h: -0.75

How did N#CC1=C2Nc3ccccc3N2C(=O)NC1(c1ccccc1)C(F)(F)F (stereo not given) do in these assays?
SDO1 yeast rescue: -0.55; INS promoter inh: 9; SDO1 yeast rescue Rescue 24 h: -0.52

Results for CCN(CC)CCOC(c1ccccc1)c1ccc(C)cc1 (stereo not given) ?
SDO1 yeast rescue: 0.31; INS promoter inh: -35; SDO1 yeast rescue Rescue 24 h: 0.02

What do the screens show for `COc1ccc(C(=O)c2nc3c(n2O)CCCC3)cc1OC`?
SDO1 yeast rescue: 0.9; INS promoter inh: 8; SDO1 yeast rescue Rescue 24 h: 1.1

What do the screens show for `O=S(=O)(Nc1ccc(S(=O)(=O)Nc2ccccc2)cc1)c1ccccc1`?
SDO1 yeast rescue: 0.05; INS promoter inh: 3; SDO1 yeast rescue Rescue 24 h: -1.1

How did Cc1noc(C(=O)NCc2ccc(F)cc2)c1Cl do in these assays?
SDO1 yeast rescue: 1.1; SDO1 yeast rescue Rescue 24 h: 0.2

How did Cc1ccc(SCCC(=O)NC2CC2)cc1 do in these assays?
INS promoter inh: 14

What do the screens show for `CC(C)(C)c1ccc(Cn2nnc3c(=O)[nH]c(C4CCCN(C(=O)Cc5cccs5)C4)nc32)cc1` (stereo not given)?
SDO1 yeast rescue: -0.66; SDO1 yeast rescue Rescue 24 h: -1.1

What do the screens show for `O=C(Nc1cccc(F)c1)c1sc(Cl)nc1-c1ccccc1`?
SDO1 yeast rescue: -0.51; INS promoter inh: 11; SDO1 yeast rescue Rescue 24 h: -0.68

How did Cc1nc(S(=O)(=O)Cc2ccccc2Cl)nc2c1CCC2 do in these assays?
INS promoter inh: 73*

How did Cn1cccc1/C=C1\SC(=O)N(c2ccccc2)C1=O do in these assays?
SDO1 yeast rescue: 1; INS promoter inh: -21; SDO1 yeast rescue Rescue 24 h: 1.5

How did CC(=S)/C=C1\Sc2ccccc2N1C do in these assays?
SDO1 yeast rescue: -0.84; SDO1 yeast rescue Rescue 24 h: -0.62

How did CC1(C(=O)N2CC3(CC(c4ccccc4)=NO3)C[C@H]2C(=O)NCC(N)=O)CC1 (stereo not given in full) do in these assays?
SDO1 yeast rescue: -0.05; SDO1 yeast rescue Rescue 24 h: -0.57

Results for O=C(COC(=O)c1cc[n+]([O-])cc1)Nc1ccc(F)c([N+](=O)[O-])c1 ?
SDO1 yeast rescue: 0.63; INS promoter inh: 13; SDO1 yeast rescue Rescue 24 h: -0.6

What do the screens show for `O=C1CC(N2CCN(Cc3ccccc3)CC2)C(=O)N1` (stereo not given)?
INS promoter inh: 12

Results for COc1ccc(-c2nnc3n2N=C(C)CS3)cc1 ?
SDO1 yeast rescue: 0.01; INS promoter inh: 9; SDO1 yeast rescue Rescue 24 h: -0.55

What do the screens show for `COC(=O)Cn1c(C)c(C(C)=O)c(C(C)=O)c1C`?
SDO1 yeast rescue: 1.4; INS promoter inh: -36; SDO1 yeast rescue Rescue 24 h: 2

Results for COc1c(C)cc(Br)cc1C(=O)Nc1ccc(N2CCN(S(C)(=O)=O)CC2)cc1 ?
SDO1 yeast rescue: -0.45; INS promoter inh: -54; SDO1 yeast rescue Rescue 24 h: -0.14

How did O=[N+]([O-])c1nn(-c2ccc3c(c2)OCCO3)n(O)c1=NCc1ccccc1Cl do in these assays?
SDO1 yeast rescue: -0.41; SDO1 yeast rescue Rescue 24 h: -0.35

How did CCOc1ccc(C(=O)Nc2nc(C)cc(C)n2)cc1[N+](=O)[O-] do in these assays?
SDO1 yeast rescue: 0.61; INS promoter inh: 21; SDO1 yeast rescue Rescue 24 h: 0.62

What do the screens show for `CCOC(=O)C1CCN(C(=O)C(C)N(c2ccc(Oc3ccccc3)cc2)S(C)(=O)=O)CC1` (stereo not given)?
INS promoter inh: -50

Results for O=C(Nc1ccc(N2CCN(C(=O)c3ccco3)CC2)c(Cl)c1)c1c(F)c(F)c(F)c(F)c1F ?
SDO1 yeast rescue: -0.92; INS promoter inh: 69; SDO1 yeast rescue Rescue 24 h: -0.32

Results for O=C1Cc2ccccc2N1c1c(Cl)cccc1Cl ?
SDO1 yeast rescue: -0.77; INS promoter inh: 0; SDO1 yeast rescue Rescue 24 h: -1.3

What do the screens show for `C=C(C)c1cccc(C(C)(C)NC(=O)N2CC(C)OC(C)C2)c1` (stereo not given)?
SDO1 yeast rescue: 0.76; INS promoter inh: -11; SDO1 yeast rescue Rescue 24 h: 2.1

Results for O=[N+]([O-])c1ccc(OCCn2cnc3ccccc32)cc1 ?
INS promoter inh: -112

How did O=c1cc(CO)occ1OCc1cccc(C(F)(F)F)c1 do in these assays?
SDO1 yeast rescue: 0.32; INS promoter inh: 37; SDO1 yeast rescue Rescue 24 h: -1.2

What do the screens show for `C=CCOc1c(CNc2ccc(C(=O)O)cc2)cccc1OC`?
SDO1 yeast rescue: -0.8; INS promoter inh: 28; SDO1 yeast rescue Rescue 24 h: -1.7

How did CCc1ccc(N(C(=O)c2csnn2)C(C(=O)NC(C)(C)C)c2ccccn2)cc1 (stereo not given) do in these assays?
INS promoter inh: 22

Results for Cc1cccc(Nc2ccccc2C(=O)OCC(=O)N2CCOCC2)c1C ?
SDO1 yeast rescue: -1.4; INS promoter inh: 0; SDO1 yeast rescue Rescue 24 h: -0.69

What do the screens show for `CCOC(=O)c1sc(=NC(=O)c2ccc(OC)c(OC)c2)n(C)c1C`?
SDO1 yeast rescue: -0.15; INS promoter inh: -31; SDO1 yeast rescue Rescue 24 h: 0.51

Results for COCCSc1nnc(NS(=O)(=O)c2ccc(C)cc2)s1 ?
INS promoter inh: 40

What do the screens show for `CCNC(=O)c1c(NC(=O)c2cc(-c3cc(C)ccc3O)n[nH]2)sc2c1CCCC2`?
SDO1 yeast rescue: -1.1; INS promoter inh: -23; SDO1 yeast rescue Rescue 24 h: -0.76

How did CCC/C=C(\CCC)C(NS(=O)(=O)c1cccc2cccnc12)c1ccc(C(=O)OC)cc1 (stereo not given) do in these assays?
SDO1 yeast rescue: -0.89; INS promoter inh: -40; SDO1 yeast rescue Rescue 24 h: -0.71

What do the screens show for `CCN(CC)c1ccc(C2C(C(=O)Nc3ccccn3)=C(C)NC3=C2C(=O)CC(C)(C)C3)cc1` (stereo not given)?
SDO1 yeast rescue: 0.12; SDO1 yeast rescue Rescue 24 h: -0.48

How did CCOC(=O)c1c(O)c2c([nH]c1=O)CCCC2 do in these assays?
SDO1 yeast rescue: 0.43; INS promoter inh: 11; SDO1 yeast rescue Rescue 24 h: -0.11

What do the screens show for `COc1ccc(-c2cc(C(=O)O)c3sc(N4CCCCC4)nc3n2)cc1OC`?
SDO1 yeast rescue: 1.1; INS promoter inh: 54; SDO1 yeast rescue Rescue 24 h: 1.3

How did COc1ccc(/C=N/Nc2nc3ccccc3[nH]2)cc1OC do in these assays?
SDO1 yeast rescue: 1.2; INS promoter inh: 45; SDO1 yeast rescue Rescue 24 h: 1.4

What do the screens show for `C=CCNC(=O)/C(C#N)=C\c1cc(Cl)c(OCC)c(OC)c1`?
SDO1 yeast rescue: -1.6; INS promoter inh: -26; SDO1 yeast rescue Rescue 24 h: -1.2

Results for Cc1ccc(OCC(=O)Nc2ccccc2-c2ccccc2NC(=O)COc2ccc(C)cc2)cc1 ?
SDO1 yeast rescue: 0.31; INS promoter inh: -3; SDO1 yeast rescue Rescue 24 h: 0.79

Results for COc1ccc(NC(C)=O)cc1NC(=O)CN1CCN(CC(=O)Nc2ccc(Cl)cc2)CC1 ?
SDO1 yeast rescue: 0.42; SDO1 yeast rescue Rescue 24 h: 0.35

What do the screens show for `COc1ccc(NS(=O)(=O)c2cccc(C(=O)O)c2)cc1`?
SDO1 yeast rescue: 0.15; SDO1 yeast rescue Rescue 24 h: -1.9

How did Cc1occc1-c1nnc(SCC(=O)N2CCOCC2)n1Cc1ccco1 do in these assays?
SDO1 yeast rescue: 0.46; SDO1 yeast rescue Rescue 24 h: 0.25

What do the screens show for `COc1ccccc1OCc1nc(Cc2ccc(Cl)cc2)no1`?
SDO1 yeast rescue: -0.03; INS promoter inh: -5; SDO1 yeast rescue Rescue 24 h: 0.4

Results for Cc1ccc(S(=O)(=O)Cc2ccc(C(=O)N3CCN(Cc4ccccc4)CC3)o2)cc1 ?
SDO1 yeast rescue: -0.71; SDO1 yeast rescue Rescue 24 h: -0.9

How did CC(=O)c1c(N)n(C)c(=O)n(C)c1=O do in these assays?
SDO1 yeast rescue: 0.09; INS promoter inh: -177; SDO1 yeast rescue Rescue 24 h: -0.14

Results for COc1cccc(NC(=O)c2ccc(NCCCN3CCC(C)CC3)c([N+](=O)[O-])c2)c1 ?
INS promoter inh: 25

Three structures already listed, sorted by length of the SMILES, low to high.
What do the screens show for `C=CCOc1c(CNc2ccc(C(=O)O)cc2)cccc1OC`?
SDO1 yeast rescue: -0.8; INS promoter inh: 28; SDO1 yeast rescue Rescue 24 h: -1.7

How did COc1ccc(/C=N/Nc2nc3ccccc3[nH]2)cc1OC do in these assays?
SDO1 yeast rescue: 1.2; INS promoter inh: 45; SDO1 yeast rescue Rescue 24 h: 1.4

Results for COc1cccc(NC(=O)c2ccc(NCCCN3CCC(C)CC3)c([N+](=O)[O-])c2)c1 ?
INS promoter inh: 25

The list continues:
Results for COc1cc(C(=O)Nc2ccccc2-c2nnn(CC(N)=O)n2)cc(OC)c1OC ?
SDO1 yeast rescue: 0.21; INS promoter inh: -38; SDO1 yeast rescue Rescue 24 h: -0.18

How did Cc1ccc(C)c(N2CCN(C(=O)c3cc4ccccn4n3)CC2)c1 do in these assays?
SDO1 yeast rescue: -1.1; SDO1 yeast rescue Rescue 24 h: -0.69

Results for CCOC(=O)c1ccc(Nc2nc(C(=O)OCC)nc3ccccc23)cc1 ?
SDO1 yeast rescue: -1.7; INS promoter inh: 63; SDO1 yeast rescue Rescue 24 h: -1.6

What do the screens show for `CN(C)c1ccc(C=Nc2cnn(C)c2C(N)=O)cc1`?
SDO1 yeast rescue: 0.94; SDO1 yeast rescue Rescue 24 h: -0.63

How did C(=N\c1nc2ccccc2n1CCN1CCCCC1)/c1cccs1 do in these assays?
SDO1 yeast rescue: 0.37; INS promoter inh: 34; SDO1 yeast rescue Rescue 24 h: 0.15

Results for CCOC(=O)c1[nH]c(C)c(C(=O)N2CCc3ccccc32)c1C ?
SDO1 yeast rescue: 0.29; INS promoter inh: -61; SDO1 yeast rescue Rescue 24 h: -0.13

Results for CN1CCN(CCCNC(=O)Nc2cccc3ccccc23)CC1 ?
SDO1 yeast rescue: 0.86; INS promoter inh: 7; SDO1 yeast rescue Rescue 24 h: 0.62

Fetched by structure from the entries so far (2):
Results for COc1cc(C(=O)Nc2ccccc2-c2nnn(CC(N)=O)n2)cc(OC)c1OC ?
SDO1 yeast rescue: 0.21; INS promoter inh: -38; SDO1 yeast rescue Rescue 24 h: -0.18

What do the screens show for `CN(C)c1ccc(C=Nc2cnn(C)c2C(N)=O)cc1`?
SDO1 yeast rescue: 0.94; SDO1 yeast rescue Rescue 24 h: -0.63

The list is partial; count on the stated rates, not on these rows.
